D3 ag: agonists of human D3 dopamine receptor. P35462. D3R DiscoveRx beta-arrestin cells, luminescence, 90 min. max activation, %. actives 0.58% (n = 410,000); in the data active = max activation above about 30%; also: 0% is about no effect; mostly tested at two doses, the higher about 12 µM
Target sequence (P35462 whole entry, looked up): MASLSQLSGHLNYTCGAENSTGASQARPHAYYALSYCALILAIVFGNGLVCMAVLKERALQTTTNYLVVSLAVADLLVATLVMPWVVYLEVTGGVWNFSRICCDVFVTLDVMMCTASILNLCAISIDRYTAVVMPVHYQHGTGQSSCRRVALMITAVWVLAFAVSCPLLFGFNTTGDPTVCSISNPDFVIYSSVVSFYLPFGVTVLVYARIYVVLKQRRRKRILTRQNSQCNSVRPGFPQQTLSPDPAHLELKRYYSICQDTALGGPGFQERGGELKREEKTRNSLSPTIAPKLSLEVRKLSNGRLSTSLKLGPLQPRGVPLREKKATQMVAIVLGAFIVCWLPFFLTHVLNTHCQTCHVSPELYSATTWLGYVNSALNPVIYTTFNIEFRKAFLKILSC
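Agonist mode: compounds and dopamine controls were applied to plated cells for 90 min at 37 degrees C after an overnight attachment at 1500 cells/well. Luminescent read-out followed 30 - 60 minutes at room temperature with DiscoveRx detection reagent.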
GLP-1R inv ag: inverse agonists of human GLP-1 receptor; P43220; HEK293 GLP-1R CRE-luciferase, luminescence, 24 h; GLP-1R form is constitutively active; Potency, µM (doses to about 38.3 µM), without a hit: at the highest dose activity change, negative = inhibition, usual class: inhibitors; actives 1.6% (n = 410,000); also: potency is read from the fitted curve at half-maximal effect; % is scaled to controls: 0 for no effect and ±100 for the full control effect; nearly all actives have a fitted effect of over 55% in size
Target sequence (P43220 whole entry, looked up): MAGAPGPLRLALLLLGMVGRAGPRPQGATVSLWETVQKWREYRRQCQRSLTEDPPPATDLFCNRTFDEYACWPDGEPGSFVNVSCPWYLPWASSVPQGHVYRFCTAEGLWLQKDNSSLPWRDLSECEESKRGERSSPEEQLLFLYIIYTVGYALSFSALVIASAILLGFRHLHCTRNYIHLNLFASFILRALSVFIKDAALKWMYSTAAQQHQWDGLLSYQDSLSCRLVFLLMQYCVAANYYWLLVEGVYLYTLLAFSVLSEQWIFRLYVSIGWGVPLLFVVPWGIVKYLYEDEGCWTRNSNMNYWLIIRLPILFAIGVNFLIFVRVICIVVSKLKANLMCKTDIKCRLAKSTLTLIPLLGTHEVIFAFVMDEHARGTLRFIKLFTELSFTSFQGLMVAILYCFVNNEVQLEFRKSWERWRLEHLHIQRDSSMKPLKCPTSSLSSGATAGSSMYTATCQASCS
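Cells are plated, allowed 12 hours at 37 deg C, then treated with compounds for 24 hr before luciferase detection reagent is added and luminescence is read after 12 min at room temperature. The HEK293 line carries constitutively active GLP-1R with a cAMP-responsive reporter.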
IL2 activator: activates IL-2 in a cell-based reporter assay | IL-2 activation reporter assay, cell-based qHTS; stimulated with anti-CD3/CD4/CD28 beads; in transgenic mouse T cells | activation, % (series mostly up to about 46 µM) | actives 0.065% (n = 360,000) | AID 652025; in the data active = activation above about 50%; inconclusive = mostly about 30% to 49%; also: 0% is about no effect
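Unstimulated transgenic mouse T cells preincubated 60 min with compound, then stimulated with anti-CD3/anti-CD4-coated beads plus anti-CD28 for 18 h at 37 degrees C. IL-2 response read as EGFP and DsRed fluorescence by plate cytometry.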
WRN inhibitor: inhibitors of human WRN helicase; Potency, µM (top dose mostly 114 µM), without a hit: at the top dose activity change, negative = inhibition, actives largely listed as inhibitors; AID 651768; WRN helicase unwinding, fluorescent forked duplex, kinetic; actives 0.46% (n = 360,000); Q14191; also: potency is read from the fitted curve at half-maximal effect; % is scaled to controls: 0 for no effect and ±100 for the full control effect; nearly all actives have a fitted effect of over 55% in size
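Kinetic red-fluorescence monitoring (525/598 nm) tracks WRN helicase activity after 100 nM fluorophore-quencher forked duplex and 2 mM ATP are added to 20 nM enzyme pretreated 15 min at room temperature with compound.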
PI5P4Ka inh: inhibitors of human PI5P4K alpha; P48426; PI5P4Kalpha enzyme, ADP-Glo luminescence, 60 min; hits give low values; max response, %; actives 1.2% (n = 330,000); AID 652105; active = max response of -50% or lower; inconclusive = between -30% and -50%; inactive = -30% or higher; also: value at the top dose of about 77 µM; % is scaled to controls: 0 for no effect and ±100 for the full control effect
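Reactions run in 0.038 M HEPES pH 7.4, 0.28 mM EGTA, 0.1% CHAPS and 5% DMSO, with PI5P4Kalpha, substrate, compound and 5 microM ATP final, one hour at room temperature. Readout is ADP-Glo luminescence.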
PLK1 PBD block: inhibitors of human PLK1 polo-box domain binding; Plk1 PBD binding of FITC phosphopeptide, fluorescence polarization; Potency, µM, inactives show max response, negative = inhibition, most hits filed as inhibitors; actives 2.8% (n = 360,000); AID 720504; also: potency is read from the fitted curve at half-maximal effect; series mostly up to about 57 µM; % is scaled to controls: 0 for no effect and ±100 for the full control effect; nearly all actives have a fitted effect of over 65% in size
DRD3 antagonist: antagonists of human D3 dopamine receptor | AID 652054 | P35462 | D3R cells, DiscoveRx beta-arrestin luminescence, antagonist mode; hits give low values | actives 2.5% (n = 360,000) | max response, negative = inhibition, %; in the data active = max response below about -50%; inconclusive = no clear call, values can overlap the other calls; also: % is scaled to controls: 0 for no effect and ±100 for the full control effect; mostly tested at two doses, the higher about 12 µM
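Cells expressing the human receptor were seeded at 1500 cells/well, incubated overnight at 37 degrees C in 5% CO2, then exposed to library compounds with dopamine controls for 90 minutes at 37 degrees C before luminescent detection.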
GLP1R cytotox: cytotoxic in the GLP-1 receptor inverse agonist counter-screen | HEK293 cAMP-luciferase reporter cells, luminescence, 24 h | Potency, µM (series often up to 38.3 µM), inactives show at the top dose activity change, negative = inhibition, usual class: inhibitors | actives 0.13% (n = 410,000) | AID 624418;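 also: loss of luciferase light is scored as toxicity; potency is read from the fitted curve at half-maximal effect; % is scaled to controls: 0 for no effect and ±100 for the full control effect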
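Step one: seed cells (200 cells/uL, DMEM with 10% Nu serum, 1% pen-strep). Step two: 12-hour incubation at 37 deg C. Step three: pin 23 nL compound, incubate 24 hr. Step four: add luciferase reagent, read luminescence 12 min later.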
GLP-1R agonist: agonists of human GLP-1 receptor | HEK293 GLP-1R CRE-luciferase, luminescence, 4-6 h; cells express a hypersensitive GLP-1R form | actives 0.007% (n = 380,000) | P43220 | Potency, µM (titrated, usually from 45.6 µM), for the others: at the top dose activation, usual class: activators | AID 624172; also: potency is read from the fitted curve at half-maximal effect; % of control where 0% means no effect
* hit, by the source's call; ? = inconclusive; . = not tested or not shown; & = joins results of further samples; [ ] = another dose, or the depositor's remark. Unless noted, calls follow the shape of the dose curve; as a rule, active = well fitted curve in the direction sought with a large enough effect; inconclusive = small, poorly fitted or top-dose-only effect, or another doubt; inactive = no such curve, though single readings can be large; an effect the other way counts as inactive or inconclusive.

no.	compound	D3 ag	GLP-1R inv ag	IL2 activator	WRN inhibitor	PI5P4Ka inh	PLK1 PBD block	DRD3 antagonist	GLP1R cytotox	GLP-1R agonist
1	CCN(CC)S(=O)(=O)c1ccc(C(=O)NN(C)C2=NS(=O)(=O)c3ccccc32)cc1	-7	7%	-0.9	-3%	0	-1%	4	0%	-2%
2	OC[C@@H]1CN(Cc2ccco2)C[C@H](n2cnc3c(N4CCN(c5ccccc5)CC4)ncnc32)O1	6	7%	-0.4	-8%	0	-7%	2	0%	-3%
3	CC(=O)Nc1nnc(SCC(=O)Nc2ccc3c(c2)OCCO3)s1	-13	-13%	0.9	-35%	-1	-4%	-4	12%	-5%
4	Cc1c(C(=O)N2CCCCC2)oc2ccc(S(=O)(=O)N3CC(C)CC(C)C3)cc12 (stereo not drawn)	-4	8.9µM*	-0.1	-13%	1	-3%	27	-17%	1%
5	CN(C(=O)COC(=O)Cc1c(F)cccc1Cl)c1c(N)n(Cc2ccccc2)c(=O)[nH]c1=O	5	4%	-0.2	-8%	2	-3%	-12	-5%	3%
6	CCN(CC)CCCNC1=C(Cl)C(=O)c2ccccc2C1=O	-7	?	-5.1	?	-14	-6%	?	?	-6%
7	CC(=O)N1C(=O)C2(Nc3ccccc3N2)c2ccccc21	11	2%	-0.5	5%	3	-5%	18	13%	-19%
8	c1ccc(-c2ccccc2OCCN2CCOCC2)cc1	1	2%	-0.6	?	-8	-4%	-5	4%	1%
9	O=C1CCCCCCCN1Cc1ccccc1	1	?	0.2	-1%	-3	-5%	4	-20%	-6%
10	COc1ccc(C(C[N+](=O)[O-])c2c(-c3ccccc3)cc3ccccn23)cc1OC (stereo not drawn)	-7	6%	-1.6	-7%	-2	-28%	?	-31%	1%
11	Cc1noc(COc2ccc(OCc3nc(C)no3)cc2)n1	3	3%	0.2	-3%	-4	-1%	-3	-24%	0%
12	O=C(COC(=O)/C=C/c1ccccc1[N+](=O)[O-])Nc1ccc(OCc2ccccc2)cc1	4	-13%	-0.1	-14%	-7	-11%	-15	-28%	3%

Single records, from the list above. Order of values: D3 ag	GLP-1R inv ag	IL2 activator	WRN inhibitor	PI5P4Ka inh	PLK1 PBD block	DRD3 antagonist	GLP1R cytotox	GLP-1R agonist
Cc1c(C(=O)N2CCCCC2)oc2ccc(S(=O)(=O)N3CC(C)CC(C)C3)cc12 (stereo not drawn) is entered as -4	8.9µM*	-0.1	-13%	1	-3%	27	-17%	1%
O=C(COC(=O)/C=C/c1ccccc1[N+](=O)[O-])Nc1ccc(OCc2ccccc2)cc1 is entered as 4	-13%	-0.1	-14%	-7	-11%	-15	-28%	3%
OC[C@@H]1CN(Cc2ccco2)C[C@H](n2cnc3c(N4CCN(c5ccccc5)CC4)ncnc32)O1 is entered as 6	7%	-0.4	-8%	0	-7%	2	0%	-3%

Additional results follow.
no.	compound	D3 ag	GLP-1R inv ag	IL2 activator	WRN inhibitor	PI5P4Ka inh	PLK1 PBD block	DRD3 antagonist	GLP1R cytotox	GLP-1R agonist
13	CNc1nc(-c2ccc3c(c2)CCN3C(=O)c2ccccc2F)c(C)s1	13	0%	-1.9	-10%	-6	-26%	0	-13%	18%
14	CC(/C=N/NC(=O)c1cc(-c2ccccc2)nc2ccccc12)=C\c1ccco1	1	?	-0.7	-8%	?	-6%	-4	?	1%
15	O=C(O)c1ccc(N=NN2CCCCCC2)cc1	-8	-22%	0.0	4%	-8	-7%	-9	-5%	-28%
16	CC(C)(C)OC(=O)NC(Cc1ccccc1)C(=O)N1CCCC1C(=O)O (stereo not drawn)	9	19%	-0.7	5%[57.1 µM]	0	0%	-1	3%	-1%
17	Cn1c(=O)c2c(nc(CCC3CCCC3)n2C)n(C)c1=O	2	2%	0.3	2%	-8	-6%	5	-27%	0%
18	Cc1nc(NCC2CCCO2)nc2c1C(=O)CC(C)C2 (stereo not drawn)	6	10%	-0.4	-2%	-3	4%	-11	19%	4%
19	CN1C(=O)CSC1=Nc1ccc(F)cc1	-7	3%	1.9	5%	7	4%	-4	-3%	1%
20	O=C(CCC1CCCC1)N1CCC(N2CCCCCC2)CC1	-6	-10%	1.3	3%	1	-3%	6	-6%	9%
21	COc1ccc(C(=O)N/C(=C\c2ccc3c(c2)OCO3)C(=O)N2CCOCC2)cc1	-5	-26%	1.7	6%	2	-2%	6	-7%	4%
22	CC(=O)c1c(N2CCN(C)CC2)nc(=S)n(Cc2ccccc2)c1C	5	18%	-1.7	3%	-2	-6%	5	-4%	-1%
23	CC1NC(=O)N(C)[C@@H]2NC(=O)N(C)C(c3ccc([N+](=O)[O-])cc3)[C@@H]12 (stereo partly drawn)	1	-4%	-0.2	1%	-1	-6%	?	-4%	2%
24	CCN(CC)C(=O)Cn1cc(S(=O)(=O)CC(=O)Nc2cc(C)on2)c2ccccc21	-6	22%	2.9	2%	-1	3%	-51*	1%	-6%

The results go on.
no.	compound	D3 ag	GLP-1R inv ag	IL2 activator	WRN inhibitor	PI5P4Ka inh	PLK1 PBD block	DRD3 antagonist	GLP1R cytotox	GLP-1R agonist
25	COC(=O)c1c(C)oc(C)c1S(=O)(=O)Nc1ccc(C(C)C)cc1	-5	?	0.5	-15%	-2	10%	13	0%	16%
26	O=C1COc2ccc(OCc3ccc(F)cc3)cc21	-14	12%	-2.7	2%	.	-7%	?	-9%	-5%
27	Cc1nn(C)cc1CN(C)C(=O)c1sc2cccc(Cl)c2c1Cl	1	30%	-0.2	-2%	-4	-4%	10	-6%	14%
28	O=C(CN1CCN(S(=O)(=O)c2ccc(F)cc2)CC1)Nc1cccc(C(F)(F)F)c1	2	0%	-1.2	-19%	9	-8%	1	-4%	-4%
29	CCCCOc1ccc(CN(C)c2ncnc(N)n2)cc1	-8	-6%	-1.8	3%	.	-5%	-3	0%	2%
30	Cc1ccc(O)c(Nc2c3ccccc3nc3ccccc23)c1	5	106%[activator]	-5.9	-29%	-13	5%	0	75%[activator]	9%
31	Cc1ccc(COC(=O)c2cc(S(=O)(=O)N3CCCCC3)ccc2N2CCOCC2)cc1	-3	?	-0.5	-6%	13	-3%	-17	-3%	24%
32	CC[C@@H]1Cc2[nH][nH]c(=O)c2[C@H](CC(C)C)O1	5	7%	0.1	0%	5	-8%	42	2%	2%
33	CC(=C/C(=O)O)/C=C/c1cccs1	0	10%	0.5	0%	7	-3%	-4	-8%	0%
34	CCOCCOCCC(C(=O)OCC)P(=O)(c1ccccc1)c1ccccc1 (stereo not drawn)	8	9%	-1.1	-13%	.	-8%	-14	6%	4%
35	Cc1c(Cl)cccc1NC(=S)N1CCN(C(=O)c2ccco2)CC1	0	?	-1.4	-31%	-3	-8%	-3	0%	-13%
36	COc1ccc(NC(=O)Cn2cc(S(=O)(=O)c3ccc(C)cc3)c(=O)c3ccccc32)cc1OC	-3	1%	.	.	.	.	.	-1%	2%

The list continues:
entry | smiles | D3 ag | GLP-1R inv ag | IL2 activator | WRN inhibitor | PI5P4Ka inh | PLK1 PBD block | DRD3 antagonist | GLP1R cytotox | GLP-1R agonist
37 | CCOC(=O)C1=C(C)N(c2ccccc2)C(=O)/C1=C\c1cccs1 | 1 | 2% | 0.8 | -9% | 2 | 0% | -18 | -2% | -8%
38 | O=C(CSc1nnc(-c2ccc(Br)o2)n1Cc1ccccc1)c1ccccc1F | -6 | ? | -2.4 | -30% | -19 | -21% | 13 | 0% | 11%
39 | C=CCn1c(SCc2ccc(C(=O)NCCO)cc2)nc2sc(C)c(C)c2c1=O | 2 | 39% | 1.0 | -8% | -1 | -9% | 2 | -24% | 32%
40 | O=C(CSc1nnc(-c2ccccc2Br)o1)Nc1nncs1 | -3 | 1% | -1.0 | -7% | -12 | -13% | -29 | 7% | 5%
41 | COc1ccc(S(=O)(=O)N2CCC(C(=O)NC3CC3)CC2)cc1 | -3 | 17% | 0.2 | 12% | -1 | 0% | -1 | -3% | 9%
42 | COc1ccc(-c2cc(C)no2)cc1S(=O)(=O)N1CCN(c2cccc(C)c2)C(C)C1 (stereo not drawn) | -14&-9 | ? | -0.3 | -8% | 11 | 4% | 6 | 4%&-9% | -4%
43 | FC(F)Oc1ccc(NC(=S)N2CCc3ccccc32)cc1 | 1 | -23%[7.66 µM] | 1.3 | 4% | -7 | -11% | 5 | 4%[7.66 µM] | 10%
44 | CCOC(=O)N1CCC(n2c(=S)[nH]c3cc(OC)c(OC)cc3c2=O)CC1 | -19 | 0% | -1.8 | -10% | . | 2% | 33 | 2% | -12%
45 | Nc1nc(N)nc(-c2ccc(Cl)c(Cl)c2)n1 | 13 | ? | -0.3 | 7% | 2 | -5% | 6 | -10% | -3%
46 | O=C(Cn1c(=O)n(-c2ccccc2Cl)c(=O)c2sc3ccccc3c21)N1CCCC1 | 2 | 10% | . | . | . | . | . | -2% | -2%
47 | CCOC(CCn1ccc(O)c(Cc2ccc(Cl)cc2)c1=O)OCC | 0 | -10% | 0.7 | 2% | 2 | -14% | -7 | -4% | -7%
48 | O=C(O)CCCCCCCCc1cn(CC2CCCCC2)nn1 | -2 | 21% | 3.4 | -3% | 0 | -9% | -10 | 2% | -3%
49 | O=C(CNC(=O)c1cccc(Cl)c1)N/N=C/C=C/c1ccccc1 | 4 | 0% | 0.9 | -1% | ? | -7% | -16 | -11% | 0%

Screening results as filed in PubChem.
